Bioassay records as filed in PubChem BioAssay.
IkB signaling – IkB Signaling; ABC-DLBCL IkBa-CBG/CBR dual luciferase ratio, 4 h; response scale: scaled: untreated 0%, proteasome inhibitor 100%; Potency, µM (series often up to 57.1 µM), for inactives: at the highest dose IkBa stabilization activation; 0.04% of 110,000 active; AID 445, 2006; active means well fitted curve in the direction sought with a large enough effect in the signal ratio, not every such curve was filed as active; inconclusive means small, poorly fitted or top-dose-only effect, or a change in a side signal; the % refers to the signal ratio;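 further: the direction sought is a rising ratio; 0% = basal untreated cells and 100% = reference inhibitor full response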
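In this assay, an IκBα–CBG68 fusion accumulates when IKK-driven degradation is blocked; native CBR normalizes for cell number. OCI-Ly3 cells were treated 4 h with compound and doxycycline, then green and red light read after Chroma-Glo addition.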
p53ts 39C kill – qHTS Screen for Compounds that Selectively Target Cancer Cells with p53 Mutations: Cytotoxicity of p53ts Cells at the Nonpermissive Temperature; H1299-p53A138V viability at 39C, ATP luminescence, 24 h; Potency, µM (series often up to 46.1 µM), without a hit: at the top dose activity change, negative = cell killing, actives largely listed as cytotoxic; 1.5% of 130,000 active; AID 902, 2007; further: nearly all actives have a fitted effect of over 55% in size
Imprint erasure – qHTS Assay for Compounds that Induce Erasure of Genomic Imprints; mouse ES Peg3-LacZ reporter, beta-gal luminescence, 40 h; Potency, µM (titrated, usually from 60.7 µM), for inactives: top-dose activity change, positive = activation, actives largely listed as activators; 0.02% of 110,000 active;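 further: 0% = negative control wells on the plate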
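Readout: BetaGlo luminescence (5 min, room temp) for LacZ from the normally silent maternal Peg3 allele in female Peg3LacZ-Neo ES cells. Cells 300/well, 40 h, 37C, 5% CO2. Data normalized per plate to negative controls.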
p53ts 32C kill – qHTS Screen for Compounds that Selectively Target Cancer Cells with p53 Mutations: Cytotoxicity of p53ts Cells at the Permissive Temperature; 0.93% of 130,000 active; AID 924, 2007; Potency, µM (titrated, usually from 46.1 µM), inactives show top-dose activity change, negative = cytotoxicity, hits mostly cytotoxic; H1299-p53A138V at 32C, ATP luminescence viability, 24 h;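 further: 0% = DMSO and -100% = full killing by reference compound; nearly all actives have a fitted effect of over 55% in size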
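Viability by ATPlite luminescence after 24 h compound treatment (up to 46 uM) at the permissive 32C. Cells are H1299 carrying p53 A138V. Scale runs from DMSO basal to 100 uM tamoxifen as full kill; AC50 from Hill fits.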
Starred values were filed as active, the others as inactive; ? = inconclusive; · = no result given; & = joins results of further samples; [ ] = another dose, or the depositor's remark. Unless noted, the call rests on the fitted dose curve; in most records, active means well fitted curve in the direction sought with a large enough effect; inconclusive means small, poorly fitted or top-dose-only effect, or another doubt; inactive means no such curve, though single readings can be large; an effect the other way counts as inactive or inconclusive. Unless noted, on the % scale 0 is the no-effect control and ±100 the full control effect; potency means the concentration at half of the fitted maximal effect.

Every second line gives: IkB signaling	p53ts 39C kill	Imprint erasure	p53ts 32C kill
[1] O=C(O)C1CC(=O)N(Cc2ccc(F)cc2)C1 (configuration not stated)
 : -0.8%	-3.5%	-6.5%	5.0%
[2] Cc1c(N=C2SCC(=O)N2c2c(C)n(C)n(-c3ccccc3)c2=O)c(=O)n(-c2ccccc2)n1C
 : -0.6%	1.0%	-0.5%	2.3%
[3] Cc1cccc(-c2nn3c(=O)cc(CN4CCN(C(=O)c5ccccc5Br)CC4)nc3s2)c1
 : -1.0%	-14.5%	9.2%[10.9 µM]	4.6%
[4] CCOCCCN(Cc1ccco1)S(=O)(=O)c1cc2c(cc1C)NC(=O)CO2
 : ?	1.6%	-6.1%[10.9 µM]	4.7%
[5] CCOC(=O)C1CCN(CC(=O)Nc2c(C(=O)OC)[nH]c3cccc(Cl)c23)CC1
 : -3.1%	15.6%	-17.4%	2.9%
[6] CNc1ccc(-c2nc(-c3ccncc3)no2)cc1[N+](=O)[O-]
 : -1.8%	0.1%	-2.3%[10.9 µM]	-8.8%
[7] O=C(COC(=O)CCS(=O)(=O)c1ccc(Cl)cc1)Nc1ncc(Cl)cc1Cl
 : -0.1%	-3.0%	-4.7%	3.8%
[8] Cn1c(=O)c2c(nc(CN3CCN(c4ccccc4F)CC3)n2CCN2CCOCC2)n(C)c1=O
 : -0.2%	17.8%	5.3%	9.8%
[9] Cc1[nH]c2ccccc2c1C(=O)CN1CCCCC1CCO (configuration not stated)
 : 0.5%	8.3%	-13.3%	0.4%
[10] Cc1cccc(-c2noc(-c3ccccc3C(=O)NCC3CCCO3)n2)c1 (configuration not stated)
 : -2.4%	-22.6%	-5.0%	-19.9%
[11] CCN(CC)CCCN1C(=O)C(=O)/C(=C(/O)c2cc(C)ccc2C)C1c1cccnc1 (configuration not stated)
 : 0.3%	-10.1%	-2.8%	5.6%
[12] CSc1ccc(Cl)c(C(=O)OCC(=O)N2CCOCC2)c1
 : 0.3%	-4.4%	-1.9%	10.0%
[13] CC(=O)N1C=CN(C(C)=O)C(c2cn(C)c3ccccc23)C1c1cn(C)c2ccccc12 (configuration not stated)
 : ?	15.2%	-17.0%	14.1%
[14] COc1ccc(-n2nnnc2SCC(=O)Nc2cccc(NC(C)=O)c2)cc1OC
 : -0.5%	2.5%	-6.3%	-1.2%
[15] CCO[P@]1(=O)OC[C@@H]2O[C@H](n3cnc4c(N)ncnc43)[C@H](O)[C@@H]2O1
 : 0.8%[11.4 µM]	2.3%[9.22 µM]	-12.8%[10.9 µM]	2.3%[9.22 µM]

(continued)
Every second line gives: IkB signaling	p53ts 39C kill	Imprint erasure	p53ts 32C kill
[16] COCCn1c(=O)c(-c2cccs2)nc2cnc(OCc3ccccc3)nc21
 : -0.5%[11.4 µM]	-6.4%	·	-8.9%
[17] O=C(Cn1nc(C(F)(F)F)c2c1CCCC2)Nc1cccc(Cl)c1
 : 3.8%	-19.7%	-10.9%[10.9 µM]	?
[18] Cc1ccc(NC(=O)Cn2nnnc2-c2ccccc2N)cc1
 : ?	-6.9%	-3.0%[10.9 µM]	5.8%
[19] CCn1cc(C(=O)N2CCN(c3ccc(C(C)=O)cc3)CC2)c2cc(OC)c(OC)cc2c1=O
 : -1.5%	2.2%	-7.6%[10.9 µM]	-8.2%
[20] COc1ccc(C(C)(C)C)cc1S(=O)(=O)N1CCN(C)CC1
 : 1.3%	10.2%	-0.8%	8.8%
[21] CC(C)=CCC/C(C)=C/CO/N=C1/C[C@@H](O)[C@@H](O)[C@@H]2[C@@H]3C(=O)N(Cc4ccc5c(c4)OCO5)C(=O)[C@H]3CC[C@H]12
 : ·	9.2%[9.22 µM]	·	-0.7%[9.22 µM]
[22] CCCCC(=O)OCC(=O)Nc1ccc(OC(F)F)cc1
 : 1.4%	2.5%	0.5%	2.2%
[23] Cc1sc2nc(SCC(=O)c3cccs3)n(Cc3ccco3)c(=O)c2c1C
 : -0.6%	-7.9%	0.2%	-6.9%
[24] CCc1nn(CC(=O)NCCCN(CC)CC)c(=O)c2cc3occc3n12
 : -0.8%	34.2%[activator]	5.3%[10.9 µM]	2.5%
[25] Cc1ccc(CNC(=O)CCc2c(C)nc3nc(C)nn3c2C)cc1
 : 1.0%	-3.4%	-1.4%[10.9 µM]	2.1%
[26] CCOc1ccc(C(=O)N2CCN(Cc3cc(=O)n4nc(-c5ccccc5Cl)sc4n3)CC2)cc1
 : 1.0%	23.8%	-9.5%[10.9 µM]	4.0%
[27] O=C(CCc1ccc(CCC(=O)c2cccs2)s1)c1cccs1
 : -0.4%	14.9%	-32.1%[inhibitor]	-10.6%
[28] COc1ccccc1N(CC(=O)N1CCCCCC1)S(C)(=O)=O
 : 1.4%	2.8%	-2.7%	-2.4%
[29] CSc1nc2c(c(=O)n1-c1ccccc1)SCC2
 : 0.7%	-5.7%	-26.5%	2.0%
[30] COc1cc(=O)n(C)c2cc(N(C)C)ccc12
 : 1.8%	-9.4%	-2.7%	-9.5%

Reprinted from the part before: 4 entries, followed by the next part.
Every second line gives: IkB signaling	p53ts 39C kill	Imprint erasure	p53ts 32C kill
[27] O=C(CCc1ccc(CCC(=O)c2cccs2)s1)c1cccs1
 : -0.4%	14.9%	-32.1%[inhibitor]	-10.6%
[28] COc1ccccc1N(CC(=O)N1CCCCCC1)S(C)(=O)=O
 : 1.4%	2.8%	-2.7%	-2.4%
[29] CSc1nc2c(c(=O)n1-c1ccccc1)SCC2
 : 0.7%	-5.7%	-26.5%	2.0%
[30] COc1cc(=O)n(C)c2cc(N(C)C)ccc12
 : 1.8%	-9.4%	-2.7%	-9.5%
[31] Cc1cn2c(=O)c(S(=O)(=O)NCCc3ccccc3)c(C)nc2s1
 : ?	-16.2%	-17.5%[10.9 µM]	-10.8%
[32] Cc1cc(O)c(NC(=O)c2ccco2)cc1C
 : -0.6%	-7.9%	-66.9%[inhibitor]	-16.1%
[33] O=C(O)COc1ccc2c(c1)CCCC2
 : 0.9%	1.2%	-3.2%	-9.0%
[34] CCOc1ccc(CCNC(=O)c2cnc3sc(N4CCOCC4)nn3c2=O)cc1
 : 0.0%	-20.8%	-12.6%[10.9 µM]	6.4%
[35] Cc1ccc(NC(=O)N(Cc2ccco2)C(C)c2ccco2)cc1C (configuration not stated)
 : 0.0%	-17.5%	-11.4%	-14.7%
[36] CC(=O)c1ccc(N2C(=O)N(Cc3ccc(F)cc3)c3ccccc3S2(=O)=O)cc1
 : 1.3%	-24.7%	26.6%[10.9 µM]	20.2%
[37] O=C(Nc1nc2ccccc2n1CCN1CCCC1)C1CCCCC1
 : 0.9%	12.6%	-7.3%	12.5%
[38] CCOC(=O)c1cnn(CCOC(=O)C2CC2)c1NC(=O)C1CC1
 : 1.4%	-9.7%	-3.5%	-12.4%
[39] COc1ccc(Cl)cc1S(=O)(=O)N1CCC(c2ccncc2)CC1
 : ?	?	-15.5%[10.9 µM]	-9.7%
[40] CS(=O)(=O)N(CC(=O)N1CCN(Cc2ccc3c(c2)OCO3)CC1)c1ccc2c(c1)OCO2
 : -0.6%	8.5%	-10.9%	1.8%
[41] Cc1c(NC(=O)c2ccc(-c3ccc(F)cc3)o2)cccc1-c1nc2ncccc2o1
 : ?	?	-4.6%[10.9 µM]	?
[42] Cc1ccn2c(Nc3ccccc3)c(-c3c[nH]c4ccccc34)nc2c1
 : ?	15.8µM*	-8.4%[10.9 µM]	-21.8%
[43] O=C(COc1ccc(Cl)cc1)OCC(=O)N1CCCc2ccccc21
 : ·	11.1%	·	29.9%
[44] CC(=O)c1cccc(Nc2cc(C)nc3nc(-c4ccccc4C)nn23)c1
 : 3.9%	?	-7.6%[10.9 µM]	-29.3%
[45] O=C(CSc1nnc(-c2ccccc2)o1)c1nnc(-c2ccccc2)o1
 : ?	1.1%	-6.4%	-16.5%

The list continues.
Every second line gives: IkB signaling	p53ts 39C kill	Imprint erasure	p53ts 32C kill
[46] C=CCNc1nc(C2(C)CC3(CC(C)OC3=O)C(=O)O2)cs1 (configuration not stated)
 : 0.0%	3.6%	-8.4%	1.3%
[47] Cc1sc2nc(C3CC3)nc(NCCNS(C)(=O)=O)c2c1C
 : -1.2%	-9.8%	-15.0%	-13.9%
[48] COC(=O)c1cccc(NC(=O)CN2CCN(Cc3ccccc3)CC2)c1
 : 6.4%	6.0%	-16.6%	0.8%
[49] NC(=O)CS(=O)(=O)c1nc2ccccc2n1Cc1ccccc1F
 : 2.8%	22.6%	1.0%	13.4%
[50] O=C(CN(C1CCCCC1)S(=O)(=O)c1ccc(F)cc1)NC1CC1
 : -0.9%	10.0%	5.8%	-6.3%
[51] Cc1ccc(S(=O)(=O)NCCN=C(CN2CCCC2)NS(=O)(=O)c2ccc(C)cc2)cc1
 : -1.2%	-6.4%	-12.8%	3.0%
[52] O=C(Cc1c(O)c2ccccc2[nH]c1=O)NC1CCCCCCC1
 : ?	-11.6%	-3.8%	-5.5%
[53] NCCCCNCCCN
 : ?	-0.1%&-1.0%&15.1%	-30.6%&23.7%&-30.6%[inhibitor]	-2.9%&8.5%&-7.1%
[54] COc1ccc(NC(=O)c2cc(-c3cc(C)cc(C)c3O)n[nH]2)cc1Cl
 : ?	?	-20.6%	-26.5%
[55] COc1ccc2c(c1OC)C(=O)N(c1ccccn1)C2
 : 4.0%	?	-72.3%[inhibitor]	?
[56] Cc1cccc(-c2nc(CN3CCCC(C(=O)NCCc4ccc(Cl)cc4)C3)c(C)o2)c1 (configuration not stated)
 : ?	12.6µM*	-13.5%[10.9 µM]	?
[57] CCOC(=O)c1cnc2ccc(C(=O)OC)cc2c1Nc1ccc(N2CCOCC2)cc1
 : 2.4%	12.6µM*	-17.0%[10.9 µM]	?
[58] COCC(=O)O[C@]1(CCN(C)CCCc2nc3ccccc3[nH]2)CCc2cc(F)ccc2[C@@H]1C(C)C
 : -15.3%	?	-30.1%&-36.6%[inhibitor]	?
[59] COc1cc(C2N(c3ccccn3)C(=O)C3CCCN32)cc(OC)c1OC (configuration not stated)
 : -0.8%	-3.6%	7.7%	1.6%
[60] Cc1ccc(-c2nc(S(=O)(=O)c3ccc(Cl)cc3)c(N3CCCCC3)o2)cc1
 : ?	-9.1%	-16.9%[10.9 µM]	9.8%

Sorted by SMILES length (descending): part of the list above.
Every second line gives: IkB signaling	p53ts 39C kill	Imprint erasure	p53ts 32C kill
[51] Cc1ccc(S(=O)(=O)NCCN=C(CN2CCCC2)NS(=O)(=O)c2ccc(C)cc2)cc1
 : -1.2%	-6.4%	-12.8%	3.0%
[60] Cc1ccc(-c2nc(S(=O)(=O)c3ccc(Cl)cc3)c(N3CCCCC3)o2)cc1
 : ?	-9.1%	-16.9%[10.9 µM]	9.8%
[53] NCCCCNCCCN
 : ?	-0.1%&-1.0%&15.1%	-30.6%&23.7%&-30.6%[inhibitor]	-2.9%&8.5%&-7.1%

Further compounds
Every second line gives: IkB signaling	p53ts 39C kill	Imprint erasure	p53ts 32C kill
[61] CCCn1c(=O)c2sccc2n2c(CCCC(=O)NC3CCC(C)CC3)nnc12 (configuration not stated)
 : -0.7%	-0.3%	-11.6%[10.9 µM]	0.7%
[62] Cc1ccc(OCCSc2nnc(-c3cccs3)o2)cc1Cl
 : 0.3%	1.7%	12.1%[10.9 µM]	-0.5%
[63] COc1ccc(-n2c(=O)c(-c3cccc(Cl)c3)nc3cncnc32)cc1
 : 0.9%[11.4 µM]	-3.6%	-6.6%	-8.4%
[64] Cc1ccc(NC(=O)C2(N(C(=O)Cn3nnnc3N)c3ccc(C)cc3)CCCCC2)cc1
 : 3.0%	-3.1%	-5.6%	-7.3%
[65] Cn1c(COc2ccc3ccccc3c2)nnc1SCC(N)=O
 : 3.2%	-1.6%	-12.1%	-4.2%
[66] NS(=O)(=O)c1ccc(CNC(=O)NC23CC4CC(CC(C4)C2)C3)cc1
 : 0.8%	7.6%	-7.3%	2.7%
[67] c1ccc(N2CCCCC2)c(NC2=NCCC2)c1
 : 0.5%	-7.5%	-5.4%	-5.8%
